Source: PubChem BioAssay (several laboratories)
NR2E3 ag-1 – NR2E3 agonists in two-hybrid cells, primary screen, cell-based, luminescence, CHO-S, Gal4-NCOR/VP16-NR2E3; luciferase; inhibition of corepressor binding, % at 3.98 µM; 0.35% of 360,000 active; AID 602229, 2012;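 active = inhibition above the mean of all tested compounds plus 3 SD, cut at about 70% in these data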;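 also: 0% = DMSO with NR2E3 transfected cells and 100% = cells lacking NR2E3 construct; higher means lower luciferase signal from less NR2E3 corepressor binding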
Target sequence (Q9Y5X4 whole entry, looked up, the tested form may be a part): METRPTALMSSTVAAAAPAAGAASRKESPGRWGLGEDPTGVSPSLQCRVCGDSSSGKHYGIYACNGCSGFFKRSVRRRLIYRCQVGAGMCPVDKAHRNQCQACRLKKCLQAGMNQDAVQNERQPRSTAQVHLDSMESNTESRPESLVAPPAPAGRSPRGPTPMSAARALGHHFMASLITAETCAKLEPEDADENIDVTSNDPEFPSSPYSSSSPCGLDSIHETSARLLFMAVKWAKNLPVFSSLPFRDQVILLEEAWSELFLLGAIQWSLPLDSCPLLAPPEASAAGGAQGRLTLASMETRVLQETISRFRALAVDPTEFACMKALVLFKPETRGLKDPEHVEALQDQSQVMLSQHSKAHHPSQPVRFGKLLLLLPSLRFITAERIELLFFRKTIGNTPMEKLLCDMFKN
CaV13 ICDI inh – Disruptors of the CACNA1D IQ motif to Ca2+-dependent inactivation inhibitor domain association, primary screening, Förster resonance energy transfer in intact living …. HEK cells, CFP/YFP FRET ICDI-IQ, plate reader, 10 min; percent FRET-ratio fall versus neutral wells. inhibition, % at 12.3 µM. 0.098% of 340,000 active. AID 743397;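 active = mean replicate inhibition of at least 30% and at least 1% of replicates passing that level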;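 also: 0% = median of the neutral control wells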
m5-HT2A agonist – mouse Htr2a agonists via beta-arrestin recruitment, primary screen, cell-based, luminescence. activation, % at 7.6 µM. CHO-K1 mHTR2A beta-arrestin complementation; percent of 30 µM serotonin response. 0.66% of 360,000 active;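 active = activation above a run cutoff, the mean activation of all tested compounds plus 3 SD, cut at about 14% in these data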;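 also: 0% = plate median of compound wells and 100% = 30 µM serotonin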
Target sequence (P35363 whole entry, looked up): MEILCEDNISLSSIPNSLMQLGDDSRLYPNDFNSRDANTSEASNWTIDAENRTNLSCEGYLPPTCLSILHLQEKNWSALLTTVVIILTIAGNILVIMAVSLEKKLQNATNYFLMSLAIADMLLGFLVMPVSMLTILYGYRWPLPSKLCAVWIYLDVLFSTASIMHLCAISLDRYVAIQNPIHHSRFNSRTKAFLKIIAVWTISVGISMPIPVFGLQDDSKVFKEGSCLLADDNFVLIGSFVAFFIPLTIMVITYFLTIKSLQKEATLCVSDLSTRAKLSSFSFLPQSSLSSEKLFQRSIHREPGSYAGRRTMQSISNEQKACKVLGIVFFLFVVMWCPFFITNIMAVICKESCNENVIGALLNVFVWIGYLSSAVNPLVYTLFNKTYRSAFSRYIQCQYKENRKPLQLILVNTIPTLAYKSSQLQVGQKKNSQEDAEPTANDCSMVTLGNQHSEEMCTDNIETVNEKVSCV
Shn3 3UTR inh – reduction of Shn3 3'UTR firefly luciferase signal, primary screen, Schnurri-3 inhibitor project, cell-based, Clone20 osteoblasts, set 2; Clone20 osteoblast Shn3 3'UTR firefly luciferase, 24 h; inhibition, % at 12.5 µM; 0.52% of 360,000 active; AID 588674, 2011;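 active = mean inhibition of at least 75% with every replicate also reaching 75%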;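 also: 0% = median of neutral control wells and 100% = pilot-screen positive control compound; some compounds past the cut are filed as inactive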
NR2E3 ag-2 – inhibitors of NR2E3-RetCOR corepressor binding, primary screen, NR2E3 agonist project, biochemical, TR-FRET, GST-NR2E3, biotin-RetCOR; 1536-well; inhibition of corepressor binding, % at 4.78 µM; 0.12% of 320,000 active; AID 2300, 2010;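 active = percent inhibition above the cutoff of mean plus 3 SD of all tested compounds, set per screening campaign, cut at about 20% in these data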;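 also: 0% = DMSO wells and 100% = biotin wells as full block of FRET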
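System: GST-tagged NR2E3 plus biotinylated RetCOR corepressor; Buffer or medium: pH 7.5 Tris-based buffer; Probe or stimulus: RetCOR corepressor, biotinylated, 7 nM; Doses: compound at 4.8 µM, single dose; Schedule: 5 h incubation at 4 °C; Technique: time-resolved FRET; Evaluation: percent inhibition of TR-FRET ratio; Replication: one well per compound, singlicate testing.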
H9c2 protect – cardioprotection against H2O2-induced cell death, primary screen, uHTS, H9c2 cells, ATPLite luminescence; 0.63% of 360,000 active; H9c2 cardiomyocytes, H2O2 injury protection, 2 h; AID 588492, 2011; protection from H2O2 cell death, % at 20 µM;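 active = compounds giving at least 50% protection of heart cells from peroxide-induced death in the single-dose screen, raw or plate-pattern-corrected value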;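 also: 0% = DMSO wells with peroxide and 100% = DMSO wells without peroxide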
PDI turbidity – inhibitors of human PDI, primary screen, biochemical, turbidity, single point, plate reader. Protein disulfide-isomerase (Homo sapiens), P07237. PDI insulin aggregation turbidity, A650, 90 min. inhibition, % at 10 µM. 0.052% of 350,000 active. AID 588391, 2011;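 active = mean inhibition across replicates of 30% or more, whatever share of single replicates reach that level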;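 also: absorbance from insulin aggregation driven by PDI reduction with DTT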
iPSC survival up – enhancers of single-cell hiPSC survival, primary screen, ATPlite luminescence. 100% = ROCK inhibitor wells, 0% = DMSO. survival enhancement, % at 20 µM. 0.044% of 360,000 active. AID 602274, 2012; in the data active = survival enhancement above about 18%;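 also: cells exposed to compounds for 16 hours before the ATP read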
TRPM1 prom inh – inhibitors of MITF-dependent TRPM1 promoter reporter, primary screen, cell-based, SK-MEL-5, single point, luciferase; inhibition, % at 12.5 µM; 0.83% of 330,000 active; SK-MEL-5 TRPM1 promoter luciferase, 24 h;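 active = mean inhibition across replicates of 60% or more, whatever share of single replicates reaches that level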; also: values of inactives mirror those of a sister screen read the other way
HIF-2a inh – HIF-2a reporter inhibitors, primary screen, luminescence, 786-0 RCC cells; inhibition, % at 18.8 µM; 0.72% of 360,000 active; 786-0 RCC cells HIF-2a reporter, luciferase luminescence, overnight;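 active = inhibition of the luminescence signal of 40% or more relative to plate controls, in a single-dose primary screen at 18.75 µM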
Peg3 promoter – Peg3 promoter-driven luciferase inhibitors, primary screen, cell-based, HeLa, luciferase luminescence; HeLa PEG-Prom luciferase reporter, overnight; inhibition, % at 20 µM; 1.7% of 360,000 active;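 active = inhibition of at least 50% at 20 µM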
An asterisk follows results filed as active; . = no result given.

SMILES	NR2E3 ag-1	CaV13 ICDI inh	m5-HT2A agonist	Shn3 3UTR inh	NR2E3 ag-2	H9c2 protect	PDI turbidity	iPSC survival up	TRPM1 prom inh	HIF-2a inh	Peg3 promoter
Cn1c(-c2ccccc2)c(CCO)c2ccccc21	-26	-5	-4	-6	0	-6	-1	-1.4	1	-1	-3
COc1cccc(/C=C/C(=O)OCC(=O)NCC2CCCCC2)c1OC	16	-13	4	-15	1	-4	-8	-4.9	0	2	-13
C/C=C/c1ccccc1OCc1ccc(C(=O)OC)o1	15	-5	-4	-20	-3	-16	0	-3.3	-11	-36	-54
COc1ccc(N2CCN(CC(=O)NC(=O)NCc3ccccc3)CC2)cc1	-7	-3	-5	-2	3	-1	-12	-0.5	1	13	-4
Cc1ccc(/C(N)=N/OC(=O)c2ccc3ccccc3c2)cc1	-34	-6	-5	-77	4	-9	1	0.1	-21	-188	-240
COC(=O)CCc1sc(Nc2ccccc2)nc1-c1ccc(OC)cc1	-103	-4	-2	-72	-1	-4	-42	-1.7	-61	-215	-260
c1coc(-c2nc3nc4ccccc4n3nc2-c2ccco2)c1	-9	.	1	-7	3	-32	-1	-2.7	57	-59	-75
CN1CCN(C(=O)c2cc([N+](=O)[O-])ccc2Cl)CC1	2	-3	2	6	-3	0	9	-0.6	1	15	13
C=CCNC(=O)c1ccccc1NC(=O)COc1ccccc1	21	-15	1	-4	0	-2	9	-1.0	0	6	-3
CCCS(=O)(=O)NC(=O)C1(C)CCN(C(=O)c2cc(OC)c(OC)c(OC)c2)C1 (stereo not drawn)	30	-6	0	7	.	2	10	-0.7	.	6	7
COc1ccc(-c2cc(=O)oc3cc(OCC(C)=O)ccc23)cc1	-27	-2	-5	-19	0	1	-7	-1.0	-7	-15	12
N#Cc1ccccc1CN1C(=O)S/C(=C/c2cccn2-c2ccc(C(=O)O)cc2)C1=O	22	-7	-1	10	2	7	-2	-0.9	3	17	9
CN(C)CCN(C(=O)c1ccc(S(=O)(=O)N(C)C)cc1)c1nc2cc3c(cc2s1)OCCO3	-33	-4	-5	-39	2	9	11	-2.8	-43	-144	-128
COC(=O)C1=C(N)N(c2ccccc2F)C2=C(C(=O)CC(C)(C)C2)C1c1ccc(OC)c(OC)c1 (stereo not drawn)	20	-5	-5	13	-1	1	3	1.5	0	22	18
O=C(c1ccncc1)N1N=C(c2ccc(Br)cc2)CC1c1ccccc1O (stereo not drawn)	-6	-4	-3	-5	2	-5	3	-0.1	0	14	15
CCOc1cccc(NC(=O)C2CC(=O)NC(=Nc3ccccc3)S2)c1 (stereo not drawn)	14	.	-6	-5	1	-13	17	3.0	2	-12	-9
O=C(Nc1nnc(-c2ccccc2)o1)c1cccc(S(=O)(=O)N2CCOCC2)c1	-26	-11	3	29	.	10	10	-2.4	-12	-44	-12
CC(=O)Nc1ccc(C(=O)NC2CCCC2)cc1	-23	-4	-2	-9	-3	-6	-1	-1.0	-4	6	-1
NS(=O)(=O)c1ccc(NC(=O)CCC(=O)O)cc1	-13	-5	1	5	.	-1	0	-0.2	.	8	-11
CCN(CC)C(=O)Cc1c(OC)ccc2cc(Br)ccc12	-9	3	-2	-7	4	1	-4	1.1	0	17	17
CCn1nnc(-c2ccccc2NS(=O)(=O)c2ccc(S(=O)(=O)N(C)C3CCCCC3)cc2)n1	14	-4	-5	24	2	2	9	-1.7	7	23	20
Cc1ccccc1CS(=O)(=O)Cc1ccc(C(=O)NCCCN2CC(C)CC(C)C2)o1 (stereo not drawn)	-10	-7	1	10	-3	9	-3	0.1	0	15	-2
CCCCNc1c(-c2cccc(-c3cc(C(C)=O)cs3)c2)nc2ccc(C)cn12	34	-6	10	14	2	43	3	-2.6	5	-174	62*
CN1CCN(CC(=O)O)CC1	9	-11	-1	-6	-2	6	2	5.2	4	6	12
CC1CC(C)(C)N(C(=O)CSc2ccc(-c3ccc(F)cc3)nn2)c2ccccc21 (stereo not drawn)	-8	-7	3	23	3	-8	6	-0.6	3	12	45
CN1CCN(/C(=N\S(=O)(=O)c2ccc(F)cc2)c2ccccc2)CC1	-4	1	-3	-3	2	0	-14	0.5	-6	7	8
CCO[C@H]1OC(C(=O)NCc2nc3ccccc3[nH]2)=C[C@@H](C2CC2)[C@@H]1CCCO	-23	-11	2	0	2	4	-4	3.8	25	14	5
Cc1ccc(CNC(=O)CCS(=O)(=O)c2ccc(Br)cc2)cc1	-3	-5	1	-4	.	1	-11	5.2	7	23	21
N#Cc1cccnc1Nc1ccc(Cl)cc1	6	-19	4	-8	-1	-1	11	3.5	13	-29	-16
COc1cc(C2(c3ccc(O)c(OC)c3)C(=O)Nc3c(C)cc(Br)cc32)ccc1O	1	-5	2	9	-1	-4	8	-0.5	-4	28	13
COc1ccccc1N(Cc1cc2ccc(C)cc2[nH]c1=O)C(C)=O	6	-5	-2	-4	3	4	5	0.1	0	4	10
COc1ccc(C(C(=O)OC(C)CN(C)C)c2ccccc2)cc1 (stereo not drawn)	-30	-2	-2	-10	2	2	-4	0.2	-5	5	11
Cc1ccc(/C=C2/NC(=O)[C@H](C)NC2=O)cc1	-24	-19	-2	-15	-1	2	1	-0.6	-27	-38	-12
S=c1[nH]nc(-c2cccs2)n1/N=C/c1c(Cl)cccc1Cl	-30	-5	5	-26	1	-9	2	0.3	12	16	6
O=C(Nc1ccc(N2CCN(C(=O)c3cccs3)CC2)cc1)c1ccccc1Cl	-8	-4	3	-3	2	0	-6	0.2	-2	-13	16
O=C(c1cccnc1)N(Cc1ccccc1)C1(C(=O)Nc2ccccc2)CCCCC1	-14	-4	1	-3	-1	3	-3	6.2	11	6	3
CCCCC[C@H](C)N1C[C@@H](COCc2ccccc2)Oc2cc(N3CCC[C@H]3CO)ccc2S1(=O)=O	36	-9	6	.	.	.	.	-1.0	.	3	.
COCCCNC(=O)[C@H](Cc1ccccc1)NC(=O)CC[C@H]1O[C@@H](n2ccc(=O)[nH]c2=O)[C@H](O)[C@@H]1O	33	-7	-2	5	.	1	.	0.8	.	2	3
CCCCN(C(=O)C1CCN(C(=O)c2ccccc2C)CC1)c1c(N)n(CC(C)C)c(=O)[nH]c1=O	-1	-6	3	4	.	8	0	0.1	8	8	-2
COc1ccc2nc(C)cc(Sc3nc4ccccc4s3)c2c1	-7	-3	1	76	5	-11	6	-0.7	4	33	67*
CCc1ccc(-c2ccc3nnc(SC)n3n2)cc1	-10	-4	3	19	1	-5	-2	0.0	-5	-124	-81
COc1cc(OC)c(OC)cc1CNc1nnnn1C	-7	-9	3	17	-4	-3	9	0.3	12	18	8
CCCCC(=O)N1CCN(c2nc(-c3ccc(F)cc3)cs2)CC1	-24	-19	1	20	.	-3	6	2.9	14	-25	4

Some of the entries above in a different format:
Below each compound: NR2E3 ag-1 | CaV13 ICDI inh | m5-HT2A agonist | Shn3 3UTR inh | NR2E3 ag-2 | H9c2 protect | PDI turbidity | iPSC survival up | TRPM1 prom inh | HIF-2a inh | Peg3 promoter
COc1ccc2nc(C)cc(Sc3nc4ccccc4s3)c2c1
 : -7 | -3 | 1 | 76 | 5 | -11 | 6 | -0.7 | 4 | 33 | 67*
O=C(c1cccnc1)N(Cc1ccccc1)C1(C(=O)Nc2ccccc2)CCCCC1
 : -14 | -4 | 1 | -3 | -1 | 3 | -3 | 6.2 | 11 | 6 | 3

Molecules listed so far with a halogen (twelve):
SMILES	NR2E3 ag-1	CaV13 ICDI inh	m5-HT2A agonist	Shn3 3UTR inh	NR2E3 ag-2	H9c2 protect	PDI turbidity	iPSC survival up	TRPM1 prom inh	HIF-2a inh	Peg3 promoter
CN1CCN(C(=O)c2cc([N+](=O)[O-])ccc2Cl)CC1	2	-3	2	6	-3	0	9	-0.6	1	15	13
COC(=O)C1=C(N)N(c2ccccc2F)C2=C(C(=O)CC(C)(C)C2)C1c1ccc(OC)c(OC)c1 (stereo not drawn)	20	-5	-5	13	-1	1	3	1.5	0	22	18
O=C(c1ccncc1)N1N=C(c2ccc(Br)cc2)CC1c1ccccc1O (stereo not drawn)	-6	-4	-3	-5	2	-5	3	-0.1	0	14	15
CCN(CC)C(=O)Cc1c(OC)ccc2cc(Br)ccc12	-9	3	-2	-7	4	1	-4	1.1	0	17	17
CC1CC(C)(C)N(C(=O)CSc2ccc(-c3ccc(F)cc3)nn2)c2ccccc21 (stereo not drawn)	-8	-7	3	23	3	-8	6	-0.6	3	12	45
CN1CCN(/C(=N\S(=O)(=O)c2ccc(F)cc2)c2ccccc2)CC1	-4	1	-3	-3	2	0	-14	0.5	-6	7	8
Cc1ccc(CNC(=O)CCS(=O)(=O)c2ccc(Br)cc2)cc1	-3	-5	1	-4	.	1	-11	5.2	7	23	21
N#Cc1cccnc1Nc1ccc(Cl)cc1	6	-19	4	-8	-1	-1	11	3.5	13	-29	-16
COc1cc(C2(c3ccc(O)c(OC)c3)C(=O)Nc3c(C)cc(Br)cc32)ccc1O	1	-5	2	9	-1	-4	8	-0.5	-4	28	13
S=c1[nH]nc(-c2cccs2)n1/N=C/c1c(Cl)cccc1Cl	-30	-5	5	-26	1	-9	2	0.3	12	16	6
O=C(Nc1ccc(N2CCN(C(=O)c3cccs3)CC2)cc1)c1ccccc1Cl	-8	-4	3	-3	2	0	-6	0.2	-2	-13	16
CCCCC(=O)N1CCN(c2nc(-c3ccc(F)cc3)cs2)CC1	-24	-19	1	20	.	-3	6	2.9	14	-25	4
